Jurkat NFkB inh – lowers PMA/ionomycin-induced NF-kB signal in Jurkat cells; PMA/ionomycin-induced NF-kB luciferase reporter, luminescence; inhibition, % at 4 µM; 330,000 tested, 0.53% active; AID 435003
Apaf1 inhib – blocks human Apaf-1 apoptosome activity; O14727; reconstituted apoptosome caspase-3 activity, DEVD-Rh110 fluorescence; inhibition, % at 20 µM; 330,000 tested, 0.71% active; active means inhibition of at least 40% at 20 µM;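 further: plate controls were DMSO wells for no effect and DEVD-CHO caspase inhibitor wells for full effect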
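Material: reconstituted apoptosome with Apaf-1, cytochrome c, caspase-9, procaspase-3, dATP. Technique: Rh110 fluorescence intensity. Buffer or medium: pH 7.5 Hepes buffer with CHAPS, BSA, DTT. Times: 30 min plus 50 min, RT.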
SENP8 inh – blocks the human protease SENP8 | inhibition, % at 10 µM | Q96LD8 | purified SENP8, Z-RLRGG-aminoluciferin cleavage, luminescence | 330,000 tested, 1.2% active
Target sequence (Q96LD8 whole entry, looked up): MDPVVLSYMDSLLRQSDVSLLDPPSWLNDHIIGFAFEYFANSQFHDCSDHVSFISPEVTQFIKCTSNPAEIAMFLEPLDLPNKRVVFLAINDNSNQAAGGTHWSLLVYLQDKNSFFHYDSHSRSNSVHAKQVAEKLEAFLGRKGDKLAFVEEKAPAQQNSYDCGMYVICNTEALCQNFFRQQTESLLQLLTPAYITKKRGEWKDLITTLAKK
EBI2 block – EBI2 (human) antagonism; AID 651636; EBI2 beta-arrestin recruitment, luminescence, 7a,25-OHC stimulated; inhibition, % at 5 µM; 360,000 tested, 0.81% active; in the data active means inhibition above about 38%;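 further: enzyme fragment complementation signal reports receptor beta-arrestin coupling in cells; 0% = agonist plus DMSO wells and 100% = wells without agonist; some results beyond the cut were filed as inactive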
697 NFkB inh – lowers PMA/ionomycin-induced NF-kB signal in 697 B cells; 697 B-cell NF-kB luciferase reporter, 16 h; 330,000 tested, 0.33% active; inhibition, % at 4 µM; in the data active means inhibition above about 35%
CCR6 antag – blocks CCL20-driven beta-arrestin recruitment at human CCR6; P51684; AID 493098; inhibition, % at 20 µM; CHO-K1 CCR6 PathHunter beta-arrestin, luminescence, CCL20-stimulated; 340,000 tested, 0.49% active;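 active means compounds whose inhibition of the agonist-driven luminescence signal at 20 µM reaches about 50%, limit read from the data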;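 further: cells stimulated with CCL20 at 14 nM final; plate controls were DMSO with CCL20 for no effect and DMSO without agonist for full effect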
Target sequence (P51684 whole entry, looked up): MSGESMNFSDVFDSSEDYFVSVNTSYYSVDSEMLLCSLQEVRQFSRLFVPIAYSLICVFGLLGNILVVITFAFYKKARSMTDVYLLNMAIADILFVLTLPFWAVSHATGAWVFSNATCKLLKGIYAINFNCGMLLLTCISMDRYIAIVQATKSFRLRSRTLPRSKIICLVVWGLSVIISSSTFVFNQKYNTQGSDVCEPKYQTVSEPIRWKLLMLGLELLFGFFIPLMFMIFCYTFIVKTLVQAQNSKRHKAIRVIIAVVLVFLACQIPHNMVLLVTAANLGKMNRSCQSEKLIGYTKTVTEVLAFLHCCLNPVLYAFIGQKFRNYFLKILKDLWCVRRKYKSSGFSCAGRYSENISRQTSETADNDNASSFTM
Gli-Sufu block – Gli-Sufu pathway antagonism | inhibition, % at 5 µM | 340,000 tested, 0.74% active | Sufu-KO-LIGHT fibroblasts, Gli luciferase reporter luminescence;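 active means inhibition above about 55%, limit read from the data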;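 further: 0% = DMSO-treated cells and 100% = wells with medium but no cells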
UBC13 polyUb – human UBC13 polyubiquitination inhibition; P61088; UBC13 polyubiquitin chain formation, TR-FRET; inhibition, % at 20 µM; 330,000 tested, 0.47% active; AID 485273; in the data active means inhibition above about 45%, passing the limit was not always enough
Target sequence (P61088 whole entry, looked up): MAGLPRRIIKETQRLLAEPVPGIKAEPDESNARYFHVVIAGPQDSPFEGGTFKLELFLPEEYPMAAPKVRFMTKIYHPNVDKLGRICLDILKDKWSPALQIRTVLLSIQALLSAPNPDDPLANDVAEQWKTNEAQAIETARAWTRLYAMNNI
Starred values were filed as active, the others as inactive; · = not tested or not shown; & = joins results of further samples. Unless noted, no stated cut-off is given here; in the data, active means inhibition above about 50%; inactive means the rest. A portion of the library (hit frequency here may not be typical).

Sample of the layout (ten entries):
Key to letters: A = Jurkat NFkB inh; B = Apaf1 inhib; C = SENP8 inh; D = EBI2 block; E = 697 NFkB inh; F = CCR6 antag; G = Gli-Sufu block; H = UBC13 polyUb
> Cc1cccc(NS(=O)(=O)c2cccc(C(=O)N3CCCCCCC3)c2)c1
  A: 0.7; B: 18.8; C: -9.5; D: 0.1; E: -5.6; F: 7.0; G: 4.6; H: -8.2
> COc1ccc(N(C(C)=O)S(=O)(=O)c2cc(OC)ccc2OC)cc1
  A: 23.4; B: 0.8; C: 0.9; D: -0.6; E: 12.2; F: -16.9; G: 2.4; H: 14.2
> COc1ccnc(Nc2ccc(C)c(C)c2)c1C#N
  A: -29.0; B: -6.7; C: -2.4; D: 0.4; E: -14.8; F: 8.4; G: -0.6; H: -4.3
> COc1ccccc1N(C)S(=O)(=O)c1ccc(C(=O)OCC(=O)c2c[nH]c3ccccc23)cc1
  A: 0.9; B: -10.3; C: -7.1; D: 15.3; E: 7.1; F: 14.9; G: 9.4; H: -0.9
> Cc1cc(NCCOCCO)n2c(nc3ccccc32)c1C#N
  A: -4.6; B: 3.5; C: 2.5; D: 4.3; E: 5.9; F: 0.3; G: -9.2; H: 8.9
> COC(=O)c1cc(=O)nc2sccn12
  A: 2.5; B: -0.6; C: -9.0; D: -3.5; E: 11.7; F: -4.1; G: -4.4; H: 5.1
> CCOC(=O)c1c(/N=C/N(C)C)sc(C(=O)OC)c1C
  A: -12.1; B: -29.6; C: -4.2; D: -5.5; E: -10.8; F: 0.2; G: -3.6; H: -7.7
> CS(=O)(=O)N(Cc1ccccc1Cl)c1ccc(C(=O)NCc2ccccn2)cc1
  A: 8.4; B: 0.5; C: -5.4; D: -7.6; E: 10.8; F: 0.8; G: -6.5; H: 2.9
> COc1ccc(CC(=O)N[C@@H]2c3ccccc3CC[C@H]2OCc2ccccc2)cc1
  A: ·; B: 17.0; C: ·; D: 7.4; E: 17.6; F: 24.4; G: 1.4; H: ·
> COCCNC(=O)[C@H](C)[C@H]1C[C@]1(C)[C@H](NC(=O)OCc1ccccc1)c1ccccc1
  A: -18.4; B: 15.2; C: 1.6; D: -1.6; E: -15.8; F: 4.8; G: -7.5; H: -12.1

The whole of this part (from the top)
Key to letters: A = Jurkat NFkB inh; B = Apaf1 inhib; C = SENP8 inh; D = EBI2 block; E = 697 NFkB inh; F = CCR6 antag; G = Gli-Sufu block; H = UBC13 polyUb
> Cc1cccc(NS(=O)(=O)c2cccc(C(=O)N3CCCCCCC3)c2)c1
  A: 0.7; B: 18.8; C: -9.5; D: 0.1; E: -5.6; F: 7.0; G: 4.6; H: -8.2
> COc1ccc(N(C(C)=O)S(=O)(=O)c2cc(OC)ccc2OC)cc1
  A: 23.4; B: 0.8; C: 0.9; D: -0.6; E: 12.2; F: -16.9; G: 2.4; H: 14.2
> COc1ccnc(Nc2ccc(C)c(C)c2)c1C#N
  A: -29.0; B: -6.7; C: -2.4; D: 0.4; E: -14.8; F: 8.4; G: -0.6; H: -4.3
> COc1ccccc1N(C)S(=O)(=O)c1ccc(C(=O)OCC(=O)c2c[nH]c3ccccc23)cc1
  A: 0.9; B: -10.3; C: -7.1; D: 15.3; E: 7.1; F: 14.9; G: 9.4; H: -0.9
> Cc1cc(NCCOCCO)n2c(nc3ccccc32)c1C#N
  A: -4.6; B: 3.5; C: 2.5; D: 4.3; E: 5.9; F: 0.3; G: -9.2; H: 8.9
> COC(=O)c1cc(=O)nc2sccn12
  A: 2.5; B: -0.6; C: -9.0; D: -3.5; E: 11.7; F: -4.1; G: -4.4; H: 5.1
> CCOC(=O)c1c(/N=C/N(C)C)sc(C(=O)OC)c1C
  A: -12.1; B: -29.6; C: -4.2; D: -5.5; E: -10.8; F: 0.2; G: -3.6; H: -7.7
> CS(=O)(=O)N(Cc1ccccc1Cl)c1ccc(C(=O)NCc2ccccn2)cc1
  A: 8.4; B: 0.5; C: -5.4; D: -7.6; E: 10.8; F: 0.8; G: -6.5; H: 2.9
> COc1ccc(CC(=O)N[C@@H]2c3ccccc3CC[C@H]2OCc2ccccc2)cc1
  A: ·; B: 17.0; C: ·; D: 7.4; E: 17.6; F: 24.4; G: 1.4; H: ·
> COCCNC(=O)[C@H](C)[C@H]1C[C@]1(C)[C@H](NC(=O)OCc1ccccc1)c1ccccc1
  A: -18.4; B: 15.2; C: 1.6; D: -1.6; E: -15.8; F: 4.8; G: -7.5; H: -12.1
> O=C(NCc1ccccc1)C1(C(F)(F)F)CC(CCCO)CCCO1 (centres undefined)
  A: 6.9; B: -6.0; C: -3.1; D: -2.8; E: 11.6; F: 0.5; G: -0.7; H: 0.8
> CCC1S/C(=C(\C#N)C(N)=O)N(c2ccc(F)cc2)C1=O (centres undefined)
  A: 2.9; B: -7.0; C: 8.8; D: 3.9; E: -6.6; F: 2.8; G: -0.9; H: -3.1
> Cc1cc(CN2CCCC(C(=O)Nc3cccc(-n4cccn4)c3)C2)cc(C)c1O (centres undefined)
  A: 7.4; B: 2.8; C: -7.9; D: -4.2; E: -7.4; F: 2.6; G: 22.0; H: 8.4
> Cc1ccc(NC2=NCC(=O)N2CCc2ccccc2)cc1C
  A: 0.9; B: 6.4; C: -10.5; D: 14.2; E: -15.0; F: -9.5; G: -2.1; H: -1.6
> CCc1ccc(C(=O)Nc2cc(S(=O)(=O)N3CCOCC3)ccc2N2CCOCC2)cc1
  A: -2.6; B: 2.6; C: -1.6; D: 7.7; E: 7.7; F: -2.8; G: -5.5; H: 4.5
> CC1(NC(=S)N(CCO)CCO)CCS(=O)(=O)C1 (centres undefined)
  A: -5.3; B: -6.9; C: -9.3; D: 1.7; E: -1.1; F: 3.5; G: 4.0; H: -8.3
> COc1ccc(Cn2c(=O)n(Cc3ccco3)c(=N)c3c4c(sc32)COC(C)(C)C4)cc1
  A: -5.9; B: 24.5; C: -10.2; D: 13.0; E: -5.4; F: 25.1; G: 3.3; H: -7.9
> COCCN(CC(=O)Nc1cccc(C)c1C)C(=O)c1cc(-c2cccs2)nn1-c1ccccc1
  A: -6.3; B: 27.3; C: -5.4; D: 7.5; E: -3.9; F: 16.4; G: 8.2; H: 10.3
> CCOc1ccc(C(=O)Nc2ccc(S(=O)(=O)Nc3nccc(C)n3)cc2)cc1OCC
  A: -21.8; B: 1.6; C: -4.3; D: -7.3; E: 6.2; F: 8.7; G: 23.9; H: 1.8
> COc1cc(C(=O)O)c([N+](=O)[O-])c(OC)c1OC
  A: 5.4; B: -21.1; C: -1.0; D: -5.3; E: 14.4; F: 7.7; G: -6.9; H: 3.3
> COc1ccc(S(=O)(=O)N2CCOCC2)cc1NC(=O)/C=C/c1ccc(F)cc1
  A: 13.7; B: 4.9; C: -8.3; D: 9.0; E: 16.0; F: 11.1; G: -2.7; H: -3.5
> Cc1cccc(OCC(=O)NN2C(=O)C3C4C=CC(O4)C3C2=O)c1 (centres undefined)
  A: 10.5; B: 3.7; C: -4.2; D: -9.1; E: -5.9; F: 3.2; G: 1.7; H: -6.4
> O=C1[C@H]2CCC=C[C@H]2[C@H](c2ccccc2Br)N1Cc1ccccc1
  A: ·; B: 21.5; C: ·; D: 12.5; E: 0.8; F: 16.8; G: -14.5; H: ·
> Cc1ccccc1N=C(NO)c1nonc1N
  A: -0.5; B: -7.6; C: 4.4; D: -2.4; E: 7.9; F: 10.6; G: -0.2; H: 5.7
> Cc1ccc(S(=O)(=O)N(C)CCCC(=O)Nc2ccccn2)cc1
  A: 5.5; B: -19.6; C: -3.0; D: 1.0; E: 2.6; F: 6.5; G: 2.1; H: 18.1
> CC(C)(C)CN1C(N)=NC[C@@H]1Cc1ccccc1
  A: 12.2; B: -0.5; C: 0.2; D: -17.6; E: 8.8; F: -0.6; G: 6.1; H: -0.2
> O=C(Nc1ccc(NC(=O)c2ccco2)cc1)c1ccc2c(c1)OCO2
  A: -6.5; B: -6.3; C: 31.1; D: 3.9; E: 4.7; F: -4.7; G: -4.5; H: -0.9
> CN(C)/C=N/c1c(C#N)cnn1-c1nc2ccccc2s1
  A: -37.8; B: -6.7; C: 9.2; D: -0.4; E: -59.4; F: -9.2; G: 13.0; H: -4.1
> CC(=O)N/C(=C\c1ccccc1)C(=O)OCC(=O)c1ccc(F)cc1
  A: 14.7; B: 4.0; C: -6.8; D: -5.0; E: 1.0; F: 1.1; G: -5.3; H: -0.4
> Cc1ccc(S(=O)(=O)NCCC(=O)OCC(=O)N2CCCC2=O)cc1C
  A: 8.6; B: 2.7; C: 9.8; D: -1.9; E: -44.4; F: -0.1; G: -14.3; H: -6.5
> CCOC(=O)N1CCN(c2c(NCCCN(CC)CC)c(=O)c2=O)CC1
  A: -11.1; B: 12.3; C: -2.7; D: -4.2; E: -12.5; F: -12.9; G: -29.3; H: -8.5
> CSCC[C@H](NC(=O)N1CCn2c1nc1ccccc12)C(=O)N[C@H](Cc1ccccc1)C(=O)O
  A: 6.4; B: -7.1; C: 1.5; D: -4.8; E: 21.5; F: -1.1; G: -0.6; H: -9.2
> O=S(=O)(NCCNS(=O)(=O)c1ccc(F)cc1)c1ccc(F)cc1
  A: -8.2; B: -6.5; C: -3.3; D: -4.0; E: 14.8; F: 8.9; G: 4.0; H: 0.7
> CC(=O)Nc1ccc(NC(=O)CSCc2ccccc2Cl)cc1
  A: -14.5; B: -18.9; C: 5.9; D: -6.9; E: 17.7; F: -4.0; G: -5.2; H: -6.2
> Clc1ccc(-c2csc(N3CCOCC3)n2)cc1
  A: -62.7; B: 4.9; C: -15.4; D: 8.4; E: -99.4; F: 3.9; G: -82.0; H: 7.3
> CC(C)C[C@H](NC(=O)Nc1cccc(Br)c1)C(=O)O
  A: 10.9; B: -15.5; C: 7.0; D: 0.8; E: 6.7; F: -9.2; G: -8.3; H: -2.2
> CCN1CCN(c2ncnc3scc(-c4ccc(C)cc4)c23)CC1
  A: 5.8; B: -2.1; C: 4.1; D: 4.2; E: -35.4; F: 12.8; G: 17.5; H: -5.6
> NS(=O)(=O)c1ccc(CCNC(=O)CCc2nc3ccccc3s2)cc1
  A: 12.6; B: -3.7; C: 0.2; D: -3.7; E: 3.7; F: 8.3; G: -17.8; H: 5.9
> O=C1c2ccccc2C(=O)N1CCCc1nc2ccccc2c(=O)n1Cc1ccco1
  A: 13.5; B: 11.3; C: -1.0; D: 0.2; E: -8.5; F: 4.7; G: 4.6; H: 9.2
> COc1ccc(O[C@H]2C=C[C@@H](c3ccccc3)O[C@@H]2COC(=O)CC/C(C)=N/O[C@@H](C)CN2CCCCc3nc(C)c(C)cc32)cc1
  A: -8.9; B: 30.3; C: 2.1; D: ·; E: -20.1; F: ·; G: ·; H: -0.9
> CC(C)(C)C#CCn1c(/C=[N+](\[O-])C2CCCCC2)nc2ccccc21
  A: 4.2; B: 1.6; C: -9.3; D: -11.9; E: -21.1; F: 11.4; G: 8.4; H: 3.2
> CC(=O)CC1(O)C(=O)Nc2ccccc21 (centres undefined)
  A: -11.3; B: -9.5; C: -1.9; D: -0.8&-10.2; E: -42.2; F: 7.4; G: 4.2; H: 7.1
> CC(C)CCNC(=O)COc1ccc2c3c(c(=O)oc2c1)CCC3
  A: -10.0; B: 12.1; C: 7.6; D: 2.9; E: 12.6; F: 0.5; G: 2.4; H: 3.9
> CCNS(=O)(=O)c1ccc(CCC(=O)N2CCN(Cc3ccccc3)CC2)cc1
  A: 2.0; B: 0.5; C: -7.1; D: -10.7; E: 2.3; F: -4.9; G: 1.4; H: 0.0
> COC(=O)C(Cc1c[nH]c2ccccc12)NC(=O)C1CC1 (centres undefined)
  A: -6.0; B: 1.6; C: -5.7; D: 0.3; E: 0.6; F: -1.2; G: -8.2; H: 0.1
> Cc1ccc(O)c(C(=O)c2cnc(/N=C(\N)N(C)C)nc2)c1
  A: -14.5; B: 2.5; C: 0.7; D: 6.2; E: -0.5; F: -1.8; G: -2.7; H: 2.8
> COc1ccc(C)cc1NC(=O)CN(c1ccc(F)cc1)S(C)(=O)=O
  A: -0.8; B: 4.1; C: -5.1; D: -6.3; E: -8.5; F: -3.3; G: 6.5; H: -3.7

Screening results deposited in PubChem by Sanford-Burnham Center for Chemical Genomics.
